# Assay outcomes deposited in PubChem by Southern Research Specialized Biocontainment Screening Center.
# tuberculosis growth – growth inhibition of non-replicating M. tuberculosis (AID 488890) | Mycobacterium tuberculosis non-replicating, growth inhibition; higher % means a stronger effect | one-dose inhibition, % at 25 µM; IC50 in µM for titrated hits | 320,000 compounds, 0.39% hits; in the data active = a potency from the dose series; inconclusive = inhibition mostly from about 82% at the one dose, without a potency; inactive = the rest, 99 in 100 with inhibition below about 76%;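 note: plate controls were DMSO cells for no effect and high antibiotic wells for full effect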
# influenza NS1A – NS1A inhibition, H1N1 influenza, cell based functional assay (AID 504329); 340,000 compounds, 0.3% hits; inhibition, % at 12.5 µM, or IC50 in µM where a hit was titrated; NS1A functional cell-based assay, percent inhibition; higher % means a stronger effect; in the data active = a potency from the dose series; inconclusive = inhibition above about 27% without an active follow-up result; note: strong numbers were not always called active
# VEEV TC-83 Vero – inhibitors of VEEV TC-83 cytopathic effect, confirmation, Vero cells (AID 588727); Vero cells, VEEV TC-83 cytopathic effect inhibition; higher % means a stronger effect; inhibition, % at 20 µM, or IC50 in µM where a hit was titrated; 350,000 compounds, 0.13% hits; in the data active = a potency from the dose series; inconclusive = inhibition mostly from about 14% at the one dose, without a potency; inactive = the rest, 99 in 100 with inhibition below about 12%; note: strong numbers were not always called active
# Salmonella PhoP GFP – Inhibition of PhoP regulon, Salmonella typhi GFP reporter cells, confirmation, 4 h (AID 1850) | Salmonella Typhi PhoP-promoter GFP reporter, fluorescence, 4 h; higher % means a stronger effect | inhibition, % at 50 µM; hits with a dose series show IC50 in µM | 310,000 compounds, 0.33% hits; in the data active = a potency from the dose series; inconclusive = inhibition mostly from about 25% at the one dose, without a potency; inactive = the rest, 99 in 100 with inhibition below about 19%;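 note: 0% = induced wells with vehicle and 100% = uninduced wells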
# M. tuberculosis HTS – M. tuberculosis growth inhibition, HTS (AID 449762); 330,000 compounds, 0.59% hits; M. tuberculosis H37Rv growth inhibition, 7H9 media; higher % means a stronger effect; inhibition, % at 25 µM, or IC50 in µM where a hit was titrated; in the data active = a potency from the dose series; inconclusive = inhibition above about 70% without an active follow-up result;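 note: bacterial growth assessed after seven days of incubation; strong numbers were not always called active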
# VEEV TC-83 Vero 10K pilot screen – also measured in VEEV TC-83 Vero; calls as there; inhibition, %; measured here: 10K pilot screen inhibition
# Active calls of the source: *; i = inactive; ? = inconclusive; / = not tested or not shown.
SMILES,tuberculosis growth,influenza NS1A,VEEV TC-83 Vero,Salmonella PhoP GFP,M. tuberculosis HTS,others
Cc1ccc(CN(C)C(=O)CCc2nc3sc4c(c3c(=O)[nH]2)CCCC4)o1,14%,-8%,2.5%,5%,-3%,
Cc1cc(NC(=O)CSc2nccn2-c2cccc(C)c2C)no1,20%,6%,i,-3%,-2%,
O=C(OCc1nnc(-c2ccccc2)o1)c1ccc2c(c1)OCCO2,74%,8%,1.4%,2%,2%,VEEV TC-83 Vero 10K pilot screen=0.4
CC1(C)Cc2c(sc3[nH]c(=S)[nH]c(=O)c23)CO1,-18%,0%,i,-21%,0%,
N/C(CS(=O)(=O)c1ccccc1)=N\OC(=O)c1ccc(F)cc1,-22%,-7%,1.9%,-7%,-2%,
O=C(NCc1cn2ccsc2n1)Nc1ccc(Cl)cc1,1%,-4%,i,19%,0%,
CCN=C1SC(CC(=O)NCc2ccccc2)C(=O)N1CC (stereo not given),?,-10%,0.6%,-5%,-2%,
O=S(=O)(c1cc(Cl)ccc1Cl)n1nnc2ccccc21,-7%,-1%,0.5%,7%,1%,
COc1ccc([C@H]2CC(=O)C=C(c3cc(C=O)ccc3OC)C2)cc1,19%,6%,2.1%,/,19%,
CSCCC(NS(=O)(=O)c1ccccc1F)C(=O)NCC(c1ccc(F)cc1)N1CCOCC1 (stereo not given),6%,-9%,2.2%,-4%,-8%,
CC(C)NC(=O)CSCc1c(F)cccc1Cl,-8%,-2%,1.1%,-7%,-20%,
CCOc1ccc(N/C(=C(/C(Cl)=C(Cl)Cl)[N+](=O)[O-])n2cncn2)cc1,17%,/,/,-16%,20%,
CC1(C)CC(=O)C=C(c2ccc3c(c2)OCO3)C1,7%,0%,1.6%,-5%,0%,
Cc1cc2c(nc1C)CCCN2C[C@@H](C)O/N=C1/[C@H]2CCn3c(=O)n(-c4ccccc4)c(=O)n3[C@H]2[C@H](O)[C@@H]2O[C@H]12,21%,/,/,-6%,-4%,
CCOC(=O)C1C(=O)CC(C)(O)C(C(=O)OCC)C1c1ccc(F)cc1 (stereo not given),-1%,-2%,i,-5%,1%,
CC(=O)N1CCc2c(sc(NC(=O)CCS(=O)(=O)c3ccc(C)cc3)c2C#N)C1,9%,-3%,5.3%,1%,2%,
CCOC(=O)N1CCN(C(=O)CN(c2ccc(OC)cc2)S(C)(=O)=O)CC1,5%,-3%,0.8%,-4%,-2%,
CSc1nnc([C@@H](NC(=O)OC(C)(C)C)C(C)C)o1,-18%,6%,0.8%,8%,-6%,
Cn1c(CNC(=O)c2ccccc2F)nnc1SCC(=O)c1ccccc1,2%,-8%,2.2%,-4%,0%,
COc1ccc(CCNC(=S)N2CCC(C(N)=O)CC2)cc1,-2%,-6%,0.4%,6%,3%,
O=C(Cn1ccc([N+](=O)[O-])n1)Nc1nccs1,-9%,-5%,0.2%,-8%,-3%,
O=C(CSc1nc(O)cc(=O)[nH]1)N1CCOCC1,7%,14%,i,10%,9%,
CCCc1nn(C)c(C(=O)Nc2cccc3ccccc23)c1Cl,18%,-2%,0.9%,-10%,?,
COc1c(Cl)cc(C(=O)O)cc1Cl,13%,1%,0.5%,1%,-2%,
O=c1cc(C(F)(F)F)c2cc3c4c(c2o1)CCCN4CCC3,4%,-51%,2.2%,-64%,-1%,
Cn1c(SCC(=O)Nc2nccs2)nnc1-c1ccc(S(=O)(=O)N2CCCC2)cc1,-14%,4%,2.9%,6%,-3%,VEEV TC-83 Vero 10K pilot screen=1.1
CC(C)Oc1ccc(/C=N/NC(=O)c2nnn(-c3nonc3N)c2CN(C)c2ccccc2)cc1,8%,4%,4.7%,-20%,14%,
COCC(C)NC(=O)c1ccc2nc(-c3ccccc3)c(-c3ccccc3)nc2c1 (stereo not given),48%,1%,9.2%,9%,11%,
N#Cc1ccc(C(=O)Nc2cccc3ccccc23)c(F)c1,24%,4%,2.3%,0%,14%,
Clc1ccc2c(c1)C1CC2CCN1Cc1ccccc1 (stereo not given),/,1%,i,/,/,
CC1CCC2(CC1)NC(=O)N(CC(=O)NC1(C#N)CCCCC1)C2=O (stereo not given),-25%,2%,2.4%,-2%,1%,
S=C(Nc1ccccc1Cl)N(CCCN1CCOCC1)Cc1ccco1,-3%,-9%,0.4%,-3%,1%,
CC(=O)N/N=C(\C)c1ccc2c(c1)OCCO2,-4%,-1%,i,-4%,-4%,
CC(C)CC(C(=O)OCC(=O)N1CCN(c2ccccc2)CC1)N1C(=O)c2ccccc2C1=O (stereo not given),/,-1%,1.8%,/,/,
COc1ccccc1-c1nc(-c2ccc(Br)cc2)no1,26%,-5%,0.5%,20%,9%,
CCOC(=O)C1=C(C)N(C)C(=O)NC1c1cccc([N+](=O)[O-])c1 (stereo not given),3%,-15%,1.0%,5%,-2%,
Cc1cc(C)n(Cc2ccc(C(=O)NCCC3=CCCCC3)o2)n1,22%,-1%,i,14%,-3%,
CC(C)OC(=O)CSc1nnc2c(n1)[nH]c1ccc(F)cc12,78%,6%,1.1%,-4%,14%,
CCOC(=O)C1CCCN(C(=O)c2ccc3nc(-c4ccc(OC)c(OC)c4)c(-c4ccc(OC)c(OC)c4)nc3c2)C1 (stereo not given),17%,-16%,6.9%,-2%,-5%,
COCC(C)NC(=S)NCCc1ccc(Cl)cc1Cl (stereo not given),63%,-7%,i,-3%,3%,
CCOc1ccc(N(C(C)C(=O)N/N=C(\C)c2cccc(NC(=O)c3ccccc3)c2)S(C)(=O)=O)cc1 (stereo not given),34%,3%,9.1%,-17%,8%,
O=C1COc2ccc(C(=O)COC(=O)Cc3ccc(F)cc3)cc2N1,1%,-4%,7.5%,0%,8%,
CC(=O)Nc1ccc(C(=O)N/N=C/C2CC3C=CC2C3)cc1 (stereo not given),40%,-7%,1.9%,2%,-6%,
O=C(N/N=C/c1ccccn1)c1ccc(NC(=O)c2ccccc2Cl)cc1,43%,4%,3.0%,-4%,3%,
Cc1cc(=O)oc(C)c1C(=O)N1CCc2c([nH]c3ccccc23)C1C(C)C (stereo not given),/,-1%,1.8%,-11%,-7%,
CCOC(=O)NNC(=O)c1ccc(Cl)cc1,6%,10%,1.1%,-4%,2%,
Cc1ccc(C)n1-c1cc(S(=O)(=O)N2CCOCC2)ccc1N1CCCC1,26%,3%,i,7%,-7%,
COc1cc(CN(C)c2ccc(S(=O)(=O)N3CCCC3)cn2)ccc1OC(F)F,/,-7%,6.2%,/,/,
CCCSc1nc(N)nc2c1ncn2C1OC(CO)C(O)C1O (stereo not given),/,-12%,3.4%,/,/,
COc1ccc(C(C)C)cc1S(=O)(=O)Nc1ccccn1,-3%,6%,1.1%,1%,-1%,

# Additional results:
SMILES,tuberculosis growth,influenza NS1A,VEEV TC-83 Vero,Salmonella PhoP GFP,M. tuberculosis HTS,others
O=C(Nc1ncccn1)C1c2ccccc2Oc2ccccc21,-6%,-9%,1.9%,-7%,-1%,
CCN(CC(=O)Nc1ccc(OC)cc1)C(=O)CN1C(=O)NC(C)(c2ccc3ccccc3c2)C1=O (stereo not given),15%,-3%,4.8%,-8%,-4%,
Cc1c(C(=O)NCCN2CCCC(O)C2)oc2c(F)cccc12 (stereo not given),7%,20%,0.7%,-13%,-6%,
COc1ccc(NC(=O)N(C)C[C@H]2Oc3ccc(NS(=O)(=O)c4ccc(F)cc4)cc3C(=O)N([C@H](C)CO)C[C@@H]2C)cc1,22%,-3%,0.3%,/,-3%,VEEV TC-83 Vero 10K pilot screen=0.4
N#Cc1ccc(C(=O)N2CCN(C(=O)C3CCCO3)CC2)cc1 (stereo not given),-3%,1%,0.9%,/,-2%,
O=S(=O)(c1ccccc1)N1CCN(C(c2ccccc2)c2ccc(OC(F)(F)F)cc2)CC1 (stereo not given),-3%,-5%,3.8%,-2%,-2%,
COc1ccc(CCNC2CC(=O)N(N(C)C)C2=O)cc1OC (stereo not given),0%,6%,i,-4%,1%,
COc1ccc(OC)c(C2C(C(=O)c3ccc(C)o3)=C(O)C(=O)N2c2cc(C)on2)c1 (stereo not given),22%,4%,0.4%,-8%,-3%,
Cc1c(C)n(Cc2ccccc2)c2ncnc(NCCN(C)C)c12,4%,3%,1.0%,-3%,0%,
CCc1nc2ccccc2c(C(=O)OCC(=O)C(C)(C)C)c1C,11%,12%,6.1%,-3%,65%,
CN(C(=O)c1cnc(N2CCN(c3ncccn3)CC2)c2ccccc12)c1ccc(Cl)cc1,/,15%,5.0%,0%,45%,
Cn1c(N)c(C(=O)CSc2nc(N)cc(=O)[nH]2)c(=O)n(C)c1=O,1%,-2%,4.0%,-14%,4%,
NC(=O)CSc1nccn1Cc1ccc(Cl)cc1,7%,-2%,1.5%,0%,2%,
Nc1ccc(C(=O)OCCc2ccccc2)cc1,19%,1%,0.8%,2%,52%,
COc1ccc(S(=O)(=O)NC(C(=O)NCCc2ccccn2)C(C)C)cc1 (stereo not given),-8%,-1%,0.1%,9%,2%,
O=C(Nc1ccccc1OC(F)F)c1cccc(S(=O)(=O)N2CCCC2)c1,-14%,2%,i,-23%,4%,
CN(C(=O)COC(=O)CSc1ccc([N+](=O)[O-])cc1)c1ccccc1,73%,6%,2.6%,/,?,
Cc1nn(-c2ccccc2)c(C)c1/C=N/NC(=O)c1cc(C23CC4CC(CC(C4)C2)C3)[nH]n1,36%,-23%,i,13%,?,
COc1ccc(CCNC(=O)CN2C(=O)NC(Cc3c[nH]c4ccccc34)C2=O)cc1 (stereo not given),-5%,-6%,0.1%,-6%,3%,
COC(=O)Cc1ccc(NC(=O)c2ccc3c(c2)C(=O)N(CC2CCCO2)C3=O)cc1 (stereo not given),0%,1%,3.2%,-8%,8%,
Cc1cc(C)c(NC2=NS(=O)(=O)c3ccccc32)c(C)c1,5%,2%,0.1%,-11%,-8%,
S=C(NCc1ccccc1)N1CCN(Cc2ccc3c(c2)OCO3)CC1,65%,-16%,1.1%,6%,33%,
CC(=O)c1cc2c(cc1NC(=O)c1ccc(-n3nc(C)cc3C)cc1)OCO2,/,9%,2.5%,/,/,
CCOC(=O)COc1coc(CN2CCN(c3cccc(Cl)c3)CC2)cc1=O,?,2%,1.4%,6%,?,
CCCCNCc1cc2ccccc2o1,2%,14%,8.0%,0%,-4%,
O=S(=O)(c1ccc(F)c(F)c1)N1CCN(c2ncccn2)CC1,-7%,-1%,0.4%,12%,5%,
Cc1ccc(SCCNC(=O)C(C)C)cc1,9%,3%,i,1%,5%,
COc1ccc(C(=O)C2CCCN(Cc3cccc(C)n3)C2)c(OC)c1 (stereo not given),/,-10%,2.5%,5%,-10%,
NNc1cc([N+](=O)[O-])cc2c1C(=O)N(Cc1ccccc1)S2=O (stereo not given),4%,0%,1.1%,10%,1%,
CCCCN(C(=O)C1CC(=O)N(CCc2ccc(OC)c(OC)c2)C1)c1c(N)n(CCCC)c(=O)[nH]c1=O (stereo not given),2%,6%,i,1%,-5%,
CC(C)C(NC(=O)c1ccccc1)C(=O)OCn1nnc2ccccc2c1=O (stereo not given),-8%,0%,0.3%,/,-8%,
O=C(CN1C(=O)/C(=C2\SC(=S)N(C3CCS(=O)(=O)C3)C2=O)c2ccccc21)Nc1ccc(F)cc1 (stereo not given),-7%,/,7.0%,-7%,3%,
COc1cc(C2/C(=C(\O)c3cc(C)ccc3C)C(=O)C(=O)N2CCN(C)C)ccc1O (stereo not given),-9%,7%,0.9%,4%,-8%,
Cc1c(C(=O)NN2CCOCC2)oc2c1ccc1ccccc12,5%,-3%,1.0%,-12%,7%,
O=C(CNc1ccccc1)N/N=C/c1cn(-c2ccccc2)nc1-c1ccccc1,-21%,-5%,i,5%,9%,
COc1ccc(Cc2nnc(NC(=O)Nc3ccc(F)cc3)s2)cc1,-6%,-1%,1.1%,-11%,-5%,
NS(=O)(=O)c1ccc(CNC(=O)CCS(=O)(=O)Cc2ccccc2)cc1,-10%,-2%,1.2%,-5%,-3%,
Cc1ccc(C#N)c(SCc2ccccc2F)n1,13%,/,i,1%,0%,
